Bioassay records from PubChem BioAssay.
NSD2 HMT inh – blocks human histone methyltransferase NSD2; O96028; hit rate 0.54% among 310,000; inhibition, % at 12.5 µM; NSD2 peptide methylation, AlphaScreen, 120 min; in the data active = inhibition above about 50%
Target sequence (O96028 whole entry, looked up): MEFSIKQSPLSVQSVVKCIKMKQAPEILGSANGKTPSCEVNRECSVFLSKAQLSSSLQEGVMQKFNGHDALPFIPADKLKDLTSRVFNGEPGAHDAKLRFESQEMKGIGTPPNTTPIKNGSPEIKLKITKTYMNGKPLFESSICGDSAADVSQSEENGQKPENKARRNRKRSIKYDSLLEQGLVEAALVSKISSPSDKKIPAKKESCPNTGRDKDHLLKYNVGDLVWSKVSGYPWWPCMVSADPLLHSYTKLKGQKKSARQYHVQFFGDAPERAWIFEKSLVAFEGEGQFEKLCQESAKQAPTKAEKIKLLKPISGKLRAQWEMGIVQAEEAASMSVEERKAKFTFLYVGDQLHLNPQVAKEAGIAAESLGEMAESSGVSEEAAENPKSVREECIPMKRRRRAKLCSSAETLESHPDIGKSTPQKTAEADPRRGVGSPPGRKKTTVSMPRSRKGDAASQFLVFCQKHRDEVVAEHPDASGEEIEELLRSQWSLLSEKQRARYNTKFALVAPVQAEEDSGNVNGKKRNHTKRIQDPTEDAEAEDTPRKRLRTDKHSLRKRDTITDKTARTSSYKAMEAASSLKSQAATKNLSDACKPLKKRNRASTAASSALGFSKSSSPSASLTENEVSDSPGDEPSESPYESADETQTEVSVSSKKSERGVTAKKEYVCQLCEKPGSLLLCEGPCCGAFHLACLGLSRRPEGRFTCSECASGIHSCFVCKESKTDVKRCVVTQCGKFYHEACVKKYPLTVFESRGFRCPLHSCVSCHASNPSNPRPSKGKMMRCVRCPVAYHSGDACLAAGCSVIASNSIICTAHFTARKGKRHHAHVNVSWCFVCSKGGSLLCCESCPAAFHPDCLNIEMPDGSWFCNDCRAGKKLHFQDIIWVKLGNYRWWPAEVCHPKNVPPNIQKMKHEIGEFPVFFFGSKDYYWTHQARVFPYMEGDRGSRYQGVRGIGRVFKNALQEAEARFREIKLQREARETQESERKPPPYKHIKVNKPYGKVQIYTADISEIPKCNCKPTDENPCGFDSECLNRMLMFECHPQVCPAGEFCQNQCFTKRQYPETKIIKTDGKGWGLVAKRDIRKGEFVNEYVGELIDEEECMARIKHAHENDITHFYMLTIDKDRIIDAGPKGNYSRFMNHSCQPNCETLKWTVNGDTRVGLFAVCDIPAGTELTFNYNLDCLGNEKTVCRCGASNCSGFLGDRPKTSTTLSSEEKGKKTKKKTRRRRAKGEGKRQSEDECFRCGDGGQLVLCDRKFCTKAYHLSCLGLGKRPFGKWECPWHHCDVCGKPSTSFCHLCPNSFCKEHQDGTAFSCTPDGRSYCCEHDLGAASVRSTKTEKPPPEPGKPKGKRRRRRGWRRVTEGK
Numbers without * were called inactive.

SMILES	NSD2 HMT inh
COc1cccc(C(O)c2nc(-c3ccc(C)c(C)c3)cs2)c1 (stereo not drawn)	-2
CCNC(=O)C1(C)CCN(C(=O)c2cc(F)ccc2C)C1 (stereo not drawn)	-2
OCc1ccccc1-c1cccc2nccn12	2
COc1ccc(OC2(C)CCN(Cc3ccccc3OC(F)F)C2)cc1 (stereo not drawn)	-6
OC[C@H]1O[C@@H](c2nc(-c3ccccc3Br)no2)[C@H](O)[C@@H](O)[C@H]1O	-3
CC(O)(c1cccnc1)c1nc(-c2ccoc2)cs1 (stereo not drawn)	0
COc1ccc(CN2CCC(C(=O)NC(C)c3cccc4ccccc34)CC2)cc1 (stereo not drawn)	4
O=C(C[n+]1cccc(C(=O)Nc2ccccc2)c1)c1ccc(Cl)cc1	13
COCCCNc1ccn2nc(-c3cccc(Cl)c3)cc2n1	2
CC(=O)NC(c1ccccc1)c1nc(-c2cccc(C#N)c2)cs1 (stereo not drawn)	-2
CCc1nc2ccc(C(=O)Nc3cccc(OCC(=O)N(C)C)c3)cn2c1N(C=O)Cc1ccc(OC)cc1	-1
CC(=O)Nc1cc(-c2ccc(S(C)(=O)=O)cc2)cn2c(-c3ccc(F)cc3)cnc12	-3
COc1ccc(NC(=O)NNC(=O)CCn2nc(C)c([N+](=O)[O-])c2C)cc1OC	-2
CCOC(=O)c1cnc2c(C)cccc2c1Nc1ccc(N2CCOCC2)cc1	14
CCCCNC(=O)C1(C)CCCCN1C(=O)c1ccc(C#N)cc1 (stereo not drawn)	5
CCCCNC(=O)C1(C)CCCCN1Cc1ccc2ccccc2c1 (stereo not drawn)	-2
COc1ccc(OC)c(NC(=O)c2cc(-c3ccc(F)cc3OC(C)C)n[nH]2)c1	-2
CC(C)CNC(=O)OCc1cn(Cc2cccc(Cl)c2)nn1	-2
CCC(C(=O)NC1CCCC1)n1c(-c2ccnc3ccccc23)nc2ccccc21 (stereo not drawn)	24
O=C(O)CSc1nnc(COc2cccc3cccnc23)n1-c1cccc(C(F)(F)F)c1	-8
C=CCn1c(SCC(=O)c2ccc(-c3ccccc3)cc2)nnc1-c1ccc(OC)cc1	-2
COc1ccccc1CC1(C)C(=O)Nc2ccc(S(=O)(=O)NC3CCCCC3)cc21 (stereo not drawn)	-1
CC1(C(=O)Nc2ccc3c(c2)OCO3)CCN1Cc1ccccc1OC(F)F (stereo not drawn)	1
CC(=O)Nc1ccc(-c2ccnc3c2CC(C)(C(=O)NCc2ccc(N4CCN(C)CC4)cc2)O3)cc1 (stereo not drawn)	11
Nc1cccc(-n2nncc2-c2ccc(Cl)cc2)c1	0

Overlap with the part before: three entries, followed by the next part.
SMILES	NSD2 HMT inh
CC1(C(=O)Nc2ccc3c(c2)OCO3)CCN1Cc1ccccc1OC(F)F (stereo not drawn)	1
CC(=O)Nc1ccc(-c2ccnc3c2CC(C)(C(=O)NCc2ccc(N4CCN(C)CC4)cc2)O3)cc1 (stereo not drawn)	11
Nc1cccc(-n2nncc2-c2ccc(Cl)cc2)c1	0
O=C(Nc1ccc(-c2nnn(CC(=O)N3CCN(C(=O)c4ccco4)CC3)n2)cc1)c1ccccc1F	-1
CCN(C(=O)[C@H]1CC(=O)O[C@@H]1c1ccccc1)c1ccccc1	0
O=C(Nc1cccc(F)c1)c1cc(S(=O)(=O)N2CCC3(CC2)OCCO3)ccc1F	6
COc1ccc(C(O)c2nc(/C=C/c3ccc(C(F)(F)F)cc3)cs2)cc1 (stereo not drawn)	15
CCOC(=O)c1ccc(NC(=O)CSc2nnc(-c3cccc(C)c3)n2C)cc1	2
Clc1ccccc1OCCNc1nc(NCC2CC2)nc2ccsc12	-1
NC(=O)c1cccc(Nc2nc(C(N)CCc3ccccc3)cs2)n1 (stereo not drawn)	10
COC(=O)C[C@H]1CC[C@@H](NC(=O)Nc2c(C)noc2C)[C@@H](CO)O1	-4
OC(c1ccc(F)c(F)c1)c1ncc(-c2ccccc2F)[nH]1 (stereo not drawn)	4
COc1cc(CNC(=O)c2cc(-c3cc(OC)ccc3Cl)n[nH]2)cc(OC)c1	-2
CC(C)(C)c1ccc(CC(=O)N2CCC2(C)C(=O)NCCC#N)cc1 (stereo not drawn)	-3
CCC(=O)N1CCC1(C)C(=O)Nc1cccc2c1CCCC2 (stereo not drawn)	-1
Nc1ncnc2c1ncn2C1OCC(O)C1O (stereo not drawn)	-1
Cc1ccc(S(=O)(=O)NC(=O)C2(C)CCN2C(=O)C2(c3ccc(Cl)cc3)CCC2)nc1 (stereo not drawn)	0
O=C(Nc1ccccc1Cl)c1cc(C2CCCN(C(=O)c3cccc(O)c3)C2)on1 (stereo not drawn)	1
CCn1cnc2sc(C)c(C)c2c1=O	-1
Clc1ccc(CN2CCN(N=Cc3ccncc3)CC2)cc1	12
Cc1cccnc1C(NC(=O)C1CCN(Cc2ccc(Cl)c(Cl)c2)CC1)c1ccc(Cl)cc1 (stereo not drawn)	0
COc1ccc(C=NNC(=O)Cc2cc(=O)[nH][nH]2)c(OC)c1	-14
CC(O)(c1ccc(F)c(F)c1)c1nc(-c2cc(F)cc(F)c2)cs1 (stereo not drawn)	-1
CN(C)c1cccc(-c2cc(Nc3ccc(C(C)(C)C)cc3)ncn2)c1	-1
CCOC(=O)c1c(C)c(C)n2c1NC(=O)C2	4
CCN(CC)S(=O)(=O)c1ccc(OC)c(NC(=S)Nc2cc(C)ccc2C)c1	-1
CCc1nc2c(OCC3COc4ccccc4O3)cccn2c1N(C)C(=O)c1ccc(OC)cc1 (stereo not drawn)	5
COC(=O)c1[nH]c2ccc(C)cc2c1NC(=O)CCN1CCN(C2CCCCC2)CC1	3

In a second layout: entries from further up.
SMILES,NSD2 HMT inh
COC(=O)C[C@H]1CC[C@@H](NC(=O)Nc2c(C)noc2C)[C@@H](CO)O1,-4
OC(c1ccc(F)c(F)c1)c1ncc(-c2ccccc2F)[nH]1 (stereo not drawn),4
COc1cc(CNC(=O)c2cc(-c3cc(OC)ccc3Cl)n[nH]2)cc(OC)c1,-2

The listing picks up, starting 7 compounds before the break.
SMILES	NSD2 HMT inh
COc1ccc(C=NNC(=O)Cc2cc(=O)[nH][nH]2)c(OC)c1	-14
CC(O)(c1ccc(F)c(F)c1)c1nc(-c2cc(F)cc(F)c2)cs1 (stereo not drawn)	-1
CN(C)c1cccc(-c2cc(Nc3ccc(C(C)(C)C)cc3)ncn2)c1	-1
CCOC(=O)c1c(C)c(C)n2c1NC(=O)C2	4
CCN(CC)S(=O)(=O)c1ccc(OC)c(NC(=S)Nc2cc(C)ccc2C)c1	-1
CCc1nc2c(OCC3COc4ccccc4O3)cccn2c1N(C)C(=O)c1ccc(OC)cc1 (stereo not drawn)	5
COC(=O)c1[nH]c2ccc(C)cc2c1NC(=O)CCN1CCN(C2CCCCC2)CC1	3
c1nc2nc3c(c(N4CCCC4)n2n1)CCCC3	7
COc1ccc(OC)c(CNC(=O)c2cc(=O)[nH]c3ccc(S(=O)(=O)N4CCCC4)cc23)c1	-3
Cn1c(SCC(=O)O)nnc1-c1ccc2ncccc2c1	-2
COc1ccc(C(=O)N2CCCCC2c2cc(C(=O)Nc3ccc(F)c(Cl)c3)no2)cc1 (stereo not drawn)	-1
Cc1cc(C)n(-c2nc(SCC(=O)O)c3c4c(sc3n2)CCCC4)n1	-24
C#CCNC(=O)C[C@@H]1C[C@@]2(C(=O)OC)CC(C)(C)CC=C2N(CCc2ccc(OC)c(OC)c2)C1=O	-3
O=C(CSC(=S)N1CCCC1)c1cc(Br)cc(Br)c1O	8
O=C(CNc1nnnn1-c1ccccc1)N1CCCC1	-16
N#CN1C2CCC1CC(O)(c1ccccc1)C2 (stereo not drawn)	-3
COC(=O)c1c(NC(=O)CN2CCN(c3ccccc3OC)CC2)c2c(C)cccc2n1C	0
CC(=O)Nc1cc(-c2cccc(C(=O)NCCN(C)C)c2)cn2c(-c3ccc(C(C)=O)cc3)cnc12	1
CC(C)Oc1cccc(-c2n[nH]c(=S)n2N=Cc2ccc(OCc3ccccc3)cc2)c1	3
CCc1nc2ccc(C(=O)NCCCn3ccnc3)cn2c1N(CC)C(=O)NCCc1ccccc1	-2
Cc1ccccc1C(=O)N1CCN(C(=O)C(=O)c2cccc(C(F)(F)F)c2)CC1	0
COc1ccc(-c2ccc3nccn3c2)cc1	2
COC(=O)C1C(=O)c2c([nH]c(C(=O)OCCOC(C)C)c2C)CC1C (stereo not drawn)	1
CCCS(=O)(=O)NC(=O)C1(C)CCCN(C(=O)c2ccc(C(=O)OC)cc2)C1 (stereo not drawn)	-2
COC(=O)c1cc(C(=O)Cc2ccccc2)c[nH]1	-3
COc1ccc(NC(=O)C2Cc3c(-c4cccc(C(N)=O)c4)ccnc3O2)cc1OC (stereo not drawn)	1
O=CNc1cc(-c2ccc(C(=O)NC3CC3)cc2)cn2c(-c3ccc(F)cc3)cnc12	-1
CC1(Cc2ccccc2OC(F)(F)F)C(=O)Nc2c(Cl)ccc(Cl)c21 (stereo not drawn)	1
CN1CCN(C(=O)C23CC4CC(CC(C4)C2)C3)CC1	19
N#Cc1cccc(-n2cc(COC(=O)NCCc3ccccc3)nn2)c1	0
COCCn1c(C)cc(C(=O)CSc2nnc3scc(-c4ccc(Cl)cc4)n23)c1C	-2
Cc1ccc(OCCn2c(CCNC(=O)C3CCCCC3)nc3ccccc32)cc1	-4

More entries follow:
SMILES	NSD2 HMT inh
CCc1nc2ccc(C(=O)Nc3cccc(OCC(=O)N(C)C)c3)cn2c1N(C)C(=O)c1ccncc1	-11
COc1cccc(-c2cnc(C(O)c3ccc(CN4CCCC4)cc3)[nH]2)c1 (stereo not drawn)	10
CN(Cc1ccccc1)S(=O)(=O)c1cccc(C(=O)OCc2ccccc2Cl)c1	-7
CN1CCN(C(=O)C[C@H]2CC[C@H]3[C@@H](COC[C@@H](O)CN3Cc3cccc(F)c3)O2)CC1	2
CCc1nc2ccc(C(=O)NCCCN3CCCC3=O)cn2c1N(CCC(C)C)CCN(C)C	-2
CCc1nc2ccc(C(=O)NCCc3ccccn3)cn2c1N(CC)CCOC	-2
Cn1c(=O)oc2ccc(S(=O)(=O)Nc3ccc(Cl)cc3[N+](=O)[O-])cc21	2
O=C(c1ccc2c(c1)OCCO2)N1CCN(c2ccc([N+](=O)[O-])cc2)CC1	9
COc1ccc(-c2cc(CNc3nc(NCc4ccccc4OC)nc4ccsc34)on2)cc1	-4
COc1cccc(C(NC(C)=O)c2nc(-c3ccc4ccccc4c3)cs2)c1 (stereo not drawn)	-1
COc1cccc(C(NC(C)=O)c2nc(-c3ccc4c(c3)OCO4)cs2)c1 (stereo not drawn)	2
CCOC(=O)c1cc(-c2ccccc2)sc1NC(=O)c1ccc(OC)cc1	0
CCCCC(=O)N(C)c1c(C)nc2ccc(C(=O)N(CC)CCN(C)C)cn12	20
Clc1ccccc1-c1nn2c(-c3cc(-c4ccccc4)n[nH]3)nnc2s1	1
CCc1ccc(C(O)c2ncc(-c3ccccc3C)[nH]2)cc1 (stereo not drawn)	10
CCOC(=O)C1=C(C(=O)OCC)C2N(Cc3ccc(C#N)cc3)c3ccccc3[C@@]23C[C@@H](C(=O)OC)N(S(=O)(=O)c2ccc(OC)cc2)C3=N1 (stereo partly drawn)	-1
COc1ccc(C(C)C)cc1-c1cc(C(=O)NCc2cc(C(F)(F)F)cc(C(F)(F)F)c2)[nH]n1	-1
CC(C)(C)c1ccc(C(=O)N2CCC2(C)C(=O)Nc2ccc3[nH]ncc3c2)cc1 (stereo not drawn)	4
O=C1C2C3CC4C5C3C1C5C1(SCCS1)C42 (stereo not drawn)	1
COc1ccccc1NC(=O)c1ccc(CSc2ncccn2)cc1	-6
COC(=O)c1cccc(CN2C(=O)C(C)Sc3ccc(C#N)cc32)c1 (stereo not drawn)	-2
CC(=O)N1CCCN(C(=O)Cn2cnc3ccccc3c2=O)CC1	-6
CC(C)N1CCC(C)(C(=O)Nc2cccc(Oc3ccccc3)c2)C1 (stereo not drawn)	0
O=C(NCc1cccs1)C1CCCN(S(=O)(=O)c2ccccc2)C1 (stereo not drawn)	4
Cc1sc2nc(COC(=O)CNC(=O)c3ccc(F)cc3Cl)[nH]c(=O)c2c1C	1

Laid out differently: entries from further up.
Structure | NSD2 HMT inh
CN1CCN(C(=O)C[C@H]2CC[C@H]3[C@@H](COC[C@@H](O)CN3Cc3cccc(F)c3)O2)CC1 | 2
CCc1nc2ccc(C(=O)NCCCN3CCCC3=O)cn2c1N(CCC(C)C)CCN(C)C | -2

The list goes on:
SMILES	NSD2 HMT inh
COc1ccc(CCn2cnn3c(=O)c4ccccc4nc3c2=O)cc1OC	-2
COc1cc(-c2cc3nc(NCCc4ccc(S(N)(=O)=O)cc4)ccn3n2)cc(OC)c1OC	0
Cc1cccc(S(=O)(=O)NC(=O)C2(C)CCN2C(=O)Cc2ccsc2)c1 (stereo not drawn)	-1
COc1ccc(-c2cc(-c3nnc(SCC(=O)Nc4cccc5ccccc45)n3N)[nH]n2)cc1	-3
C[C@@H]1C=CCCO[C@]12C(=O)N(Cc1ccc(F)cc1)c1cccc(Br)c12	-1
Nc1nc2c(C(=O)N3CCCC3)nnn2c2ccccc12	-2
CC(C)CNC(=O)c1cccc2c(-c3ccc(F)c(F)c3)coc12	-1
CC(=O)Nc1ccc(N=Nc2ccccc2)cc1[N+](=O)[O-]	-3
Cc1nc2ccc(C(=O)N(C)Cc3ccco3)cn2c1N(C)CC1CCCCC1	11
Cc1cccc(S(=O)(=O)NC(=O)C2(C)CCN2C(=O)Cc2ccc(-c3ccccc3)cc2)c1 (stereo not drawn)	-3
NC(=O)c1nnn(Cc2cc(Cl)c(C(=O)c3ccc(Cl)cc3)c(Cl)c2)c1N	0
COc1cccc(Nc2nc(C(N)Cc3ccc(C(F)(F)F)cc3)cs2)n1 (stereo not drawn)	-2
Cc1ccc(CN2CCC(C)(Oc3cccc(Cl)c3)C2)cc1 (stereo not drawn)	-6
O=C(Cn1cnc2ccccc2c1=O)N1CCN(Cc2ccc(F)cc2)CC1	-1
O=C(CCS(=O)(=O)c1ccccc1)Nc1ccc(Cl)c(Cl)c1	0
CCCCN1C(=O)C(CC(=O)NCc2cccc3ccccc23)CC(C(=O)N(C(C)C)C(C)C)=C1C (stereo not drawn)	6
COc1cccc(CNC(=O)C2CCN(c3nc(OC)nc(OC)n3)CC2)c1	1
OC[C@@H]1CN(CCN2CCOCC2)C[C@H](n2cnc3c(NC4CC4)ncnc32)O1	0
CC(=O)c1ccc(-c2cnc3c(NC=O)cc(-c4cccc(NS(C)(=O)=O)c4)cn23)cc1	-1
COc1ccc(NC(=O)Nc2nc(C(N)Cc3ccc(C(F)(F)F)cc3)cs2)cc1 (stereo not drawn)	-4

These rows are one share of the data; rates above refer to the full screens.
